Screening data as filed in PubChem BioAssay.
Tat transport – E. coli Tat transport inhibition | E. coli MC4100 TorA-mCherry Tat export, fluorescence | hit rate 0.036% among 340,000 | AID 488895 | inhibition, % at 10 µM;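 active = mean replicate inhibition at least 50% and at least half of replicates individually reaching 50%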;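 note: exported cargo escapes ClpAP degradation while cytoplasmic cargo is degraded and loses fluorescence; 0% = median of neutral control wells and 100% = median of NaSCN control wells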
phage Ecoli inh – E. coli growth loss with phage present | AID 651602 | growth absorbance | inhibition, % at 11.9 µM | hit rate 0.26% among 360,000; in the data active = inhibition above about 11%
SR-BI DiI-HDL act – activators of SR-BI mediated HDL lipid uptake; CHO ldlA[mSR-BI] cells, DiI-HDL uptake fluorescence, 3 h; 100 = double the neutral-control signal; activation, % at 12.5 µM; hit rate 0.096% among 320,000; AID 504775;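 active = mean replicate activation of at least 60% and every replicate at or above 60%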;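 note: 0% = median plate neutral-control signal and 100% = twice that signal; values of inactives mirror those of a sister screen read the other way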
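Assay system: CHO ldlA[mSR-BI] cells, LDL receptor-null, SR-BI overexpressing; medium: Ham's F12 with 0.5% BSA, HEPES 25 mM, pH 7.4; also added: DiI-HDL 10 µg/mL; timing: 3 h uptake period with compound, 37 °C; signal: DiI fluorescence, bottom read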
Wnt act – Wnt/beta-catenin pathway activation | Wnt/beta-catenin reporter cell assay, activator, plate reader | activation, % at 9.35 µM | hit rate 1.2% among 300,000 | AID 743398; in the data active = activation above about 30%, passing the limit was not always enough;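 note: 0% = neutral control wells and 100% = positive control wells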
SR-BI HDL uptake – inhibitors of mouse SR-BI mediated HDL lipid uptake; inhibition, % at 12.5 µM; ldlA[mSR-BI] CHO cells, DiI-HDL uptake fluorescence, 3 h; hit rate 0.96% among 320,000;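 active = mean replicate inhibition of at least 70% and a set share of replicates each scoring 70 or more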;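 note: 0% = median of neutral control wells and 100% = median of positive control wells; values of inactives mirror those of a sister screen read the other way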
Target sequence (Q61009 whole entry, looked up): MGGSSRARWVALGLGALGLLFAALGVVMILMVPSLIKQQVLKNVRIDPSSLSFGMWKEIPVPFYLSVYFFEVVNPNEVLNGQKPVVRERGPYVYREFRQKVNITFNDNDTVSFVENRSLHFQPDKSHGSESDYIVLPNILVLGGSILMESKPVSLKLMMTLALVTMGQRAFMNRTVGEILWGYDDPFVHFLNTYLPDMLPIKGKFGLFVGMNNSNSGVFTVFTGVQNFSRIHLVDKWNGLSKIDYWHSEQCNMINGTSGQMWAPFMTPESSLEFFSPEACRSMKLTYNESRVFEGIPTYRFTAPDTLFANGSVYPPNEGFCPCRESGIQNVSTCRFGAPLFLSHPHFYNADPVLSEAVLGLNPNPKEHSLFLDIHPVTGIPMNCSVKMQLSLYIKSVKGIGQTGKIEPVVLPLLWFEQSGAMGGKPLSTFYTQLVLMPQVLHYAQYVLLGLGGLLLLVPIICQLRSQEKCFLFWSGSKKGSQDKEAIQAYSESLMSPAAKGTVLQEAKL
MITF act – increases MITF-driven TRPM1 promoter luciferase signal; SK-MEL-5 TRPM1-promoter luciferase, 24 h; % of positive control, neutral wells = 0; activation, % at 12.5 µM; AID 588334; hit rate 0.75% among 300,000;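 active = mean activation of at least 80% with every replicate also reaching 80%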;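 note: 0% = neutral control wells and 100% = parthenolide positive control wells; values of inactives mirror those of a sister screen read the other way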
CAL PDZ FP-1 – blocks peptide binding to human CAL PDZ domain; Q9HD26; purified CAL PDZ, TMR-peptide fluorescence polarization, 1 h; hit rate 0.02% among 330,000; AID 504414; inhibition, % at 20 µM;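 active = highest replicate inhibition of at least 40%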;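 note: plate controls were DMSO neutral control wells for no effect and unlabeled competitor peptide control wells for full effect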
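material = purified tagged CAL PDZ domain construct (CerCALP) | compound dosing = 20 µM, one dose | times = 1 h at RT | measured by = fluorescence polarization from S- and P-plane intensities, G-factor corrected | read-out = inhibition from polarization loss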
Ecoli viability – counter-screen for AddAB inhibitors: E. coli growth inhibition; hit rate 0.27% among 330,000; E. coli V3065 growth, OD600 absorbance, 18 h; inhibition, % at 11.9 µM;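 active = inhibition above the campaign's mean inhibition across all tested compounds plus 3 SD, cut at about 9.9% in these data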;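 note: uninfected addAB+ strain grown without phage in ampicillin broth; 0% = DMSO wells and 100% = ciprofloxacin 0.95 µg/ml wells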
AddAB inh – less growth of phage-infected E. coli with AddAB. E. coli expressing H. pylori AddAB, absorbance growth. inhibition, % at 11.9 µM. hit rate 0.29% among 330,000; in the data active = inhibition above about 12%;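 note: 0% = vehicle wells of infected cells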
CAL PDZ FP-2 – blocks peptide binding to the human CAL PDZ domain. Q9HD26. hit rate 0.92% among 300,000. AID 602252. inhibition, % at 24.9 µM. purified CAL PDZ, TMR-peptide fluorescence polarization, 1 h;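 active = mean inhibition of at least 30% with at least half of replicates also reaching 30%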;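 note: 0% = DMSO neutral control and 100% = excess unlabeled competitor peptide PRC23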
* = called active by the depositor; · = no result given. Not a hit list; any-hit rate near 3.6%.

SMILES	Tat transport	phage Ecoli inh	SR-BI DiI-HDL act	Wnt act	SR-BI HDL uptake	MITF act	CAL PDZ FP-1	Ecoli viability	AddAB inh	CAL PDZ FP-2
Cc1cc(S(=O)(=O)N2CCCC2)ccc1OCC(=O)NCc1ccco1	-3	-0.9	-33	·	33	-6	-1.7	3.5	2.5	-3
Cn1c(N)c(C(=O)COC(=O)C2CCC(C(C)(C)C)CC2)c(=O)n(C)c1=O (centres undefined)	1	4.2	10	-5	-10	0	-0.8	-1.6	-0.2	-4
CN(C)c1ccc(N=Nc2ccccc2C(=O)OCC(=O)N(C)c2ccccc2)cc1	-1	4.3	-28	16	28	10	-2.4	-0.4	-0.8	0
CCOC(=O)c1ccc2[nH]cc(C(C)=O)c(=O)c2c1	-4	1.3	42	·	-42	·	-3.4	2.3	1.5	-3
COc1ccc(S(=O)(=O)N2CCCCC2)cc1NC(=O)c1cncc(Br)c1	-3	1.2	-15	-5	15	-13	1.1	-0.9	0.8	·
O=C(COC(=O)CC12CC3CC(CC(C3)C1)C2)Nc1ncc(Cl)cc1Cl	5	0.9	4	·	-4	0	-3.2	2.5	2.3	-1
CCOCCCNC(=S)N1CCN(CC)CC1	-16	0.5	14	-1	-14	13	-2.1	-0.8	0.5	1
O=C(CCSCCC(=O)NN=Cc1ccccc1O)NN=Cc1ccccc1O	1	-5.7	12	-2	-12	1	-1.7	·	·	·
C=CCSc1nnc(-c2cc(C(C)(C)C)nn2Cc2ccc(F)cc2)n1C	1	-0.1	14	23	-14	1	-0.2	0.3	1.6	-3
Nn1nnc2ccccc21	-11	2.5	11	7	-11	2	-0.8	-2.1	-0.1	-2
O=C(CCc1nnc(C2CCCCC2)o1)N1CCN(C2CCCCC2)CC1	3	3.2	7	0	-7	2	-0.7	-0.3	-2.8	0
O=C(Cn1c(=O)oc2ccccc21)Nc1ccc(Br)cc1	-7	0.3	2	1	-2	-5	-0.1	1.7	0.0	2
CC(=O)c1cccc(NC(=O)CCS(=O)(=O)c2cccc3nsnc23)c1	15	1.5	9	-2	-9	·	-1.3	-2.0	1.8	-2
O=c1[nH]c2ccccc2nc1-c1ccc(Cl)cc1	-6	0.4	-7	51*	7	·	1.9	-0.4	1.5	0
O=C(CSc1ccc(-c2ccccn2)nn1)Nc1nccs1	-3	-1.4	·	3	·	4	-1.9	-0.7	1.5	-5
Cc1cc(C)cc(N(CC(=O)Nc2cccc(C)c2C)S(=O)(=O)c2c(C)[nH]c(=O)[nH]c2=O)c1	6	3.5	4	-2	-4	2	-0.3	-1.1	3.0	-3
CC(NC(=O)CSC(=S)N(C)C)C12CC3CC(CC(C3)C1)C2 (centres undefined)	-6	0.4	22	·	-22	6	-1.2	·	·	-3
NS(=O)(=O)c1ccc(NS(=O)(=O)c2ccc(NC(=O)c3ccc(-c4ccccc4)cc3)cc2)cc1	7	0.1	-51	·	51	-4	-0.3	-0.7	2.2	-3
CCC(=O)Nc1cccc(-c2ccc(N3CCC(C)CC3)nn2)c1	-7	4.5	-12	27	12	7	-1.1	1.0	2.3	0
C=CCn1c(CNS(=O)(=O)c2ccc(F)cc2)n[nH]c1=S	-5	2.0	-1	1	1	-8	-2.2	3.5	-0.2	-6
CC[C@]12c3[nH]c4ccccc4c3CCN1C(=O)C(CC(=O)NCCCOC)C[C@@H]2C(=O)N1CCN(C(=O)C2CC2)CC1 (some centres undefined)	34	2.1	-10	2	10	4	0.4	-0.4	1.9	0
Cc1c(Cl)ccc(S(=O)(=O)Nc2cccnc2)c1Cl	-1	2.2	22	0	-22	-5	1.6	-1.0	0.4	-4
O=S(=O)(NC1CCCCC1N1CCN(c2ccccc2F)CC1)c1ccc(Cl)cc1 (centres undefined)	9	3.5	17	-5	-17	14	-1.7	-1.6	1.1	·
COc1ccccc1Nc1ncnc2ccccc12	7	-0.1	5	2	-5	11	-2.5	2.3	3.2	-2
COc1ccc(NC2CCCN(C(=O)C3(C)CCCCC3)C2)cc1 (centres undefined)	-1	2.0	-4	1	4	3	-2.2	-0.9	2.5	-3
CCOC(=O)C1CCCN(CCC(=O)Nc2ccccc2C)C1 (centres undefined)	0	0.8	22	-1	-22	2	-2.7	-1.4	4.2	-2
CCCn1nc(C(=O)NNC(=O)c2ccc(C)c(C)c2)c2ccccc2c1=O	-1	1.5	-4	-1	4	16	-1.6	-1.9	-2.6	-3
COc1cc(C(=S)N2CCCC2)ccc1OCC(N)=O	-1	0.6	6	-1	-6	·	-0.4	0.5	4.7	3
CC(=O)Nc1ccc2nc3c(=O)n(C)c(=O)n(C)c3nc2c1	-9	2.0	·	-1	·	·	0.0	-3.1	-4.5	1
CCCCn1nc2cc(C(=O)NCC34CC5CC(CC(C5)C3)C4)ccc2c1OCC	0	2.8	-38	-5	38	-7	-0.2	0.9	1.8	1
COC(C[C@@H](O)CC(=O)[C@H](C)OCc1ccccc1)OC	18	1.6	-1	-1	1	5	4.7	·	·	2
CCc1ccc(-n2c(=O)c3ccccc3n3c(=S)[nH]nc23)cc1	7	1.3	13	2	-13	-5	-0.9	0.2	0.2	5
COc1ccc(C2(C)C(C#N)C(=O)NC(=O)C2C#N)cc1 (centres undefined)	5	1.6	25	-1	-25	26	-0.1	·	·	-2
O=c1c2c3c(sc2nc2n1CCC2)CCCC3	11	1.7	11	20	-11	6	0.0	-2.4	0.1	-3
CCN(C(=O)c1c(OC)cccc1OC)c1nnc(-c2cccnc2)s1	-5	0.0	-29	-4	29	-6	-3.2	3.3	0.3	-5
CCOc1ccc(NC(=O)C2CCN(c3nnnn3-c3ccccc3)CC2)cc1	-1	0.8	-39	-6	39	-10	0.0	-2.0	2.8	6
O=C(NCc1ccco1)C1CCCN(S(=O)(=O)c2ccccc2)C1 (centres undefined)	-5	0.6	15	-1	-15	-11	-0.7	-2.7	1.9	-2
COc1ccc(-n2nc(C(=O)NCC(=O)NCCCN3CCCCCC3)c3ccccc3c2=O)cc1Cl	-5	-0.3	-16	-1	16	6	-1.4	-1.6	0.7	6
COc1cccc(C(=O)Nc2ccc3ccccc3c2)c1	-5	0.3	-11	19	11	·	-0.3	4.7	2.0	4
COc1cccc(NC(=O)COc2cccnc2[N+](=O)[O-])c1	1	7.4	15	5	-15	19	0.3	0.6	0.6	-6
CCc1nc(C)ccc1OCC(=O)O	7	0.1	-11	-1	10	4	0.4	-0.6	3.2	2
Cc1ccc(S(=O)(=O)N[C@@H](Cc2ccccc2)C(=O)N2CCC(C(=O)N[C@@H](CCC(N)=O)C(=O)O)CC2)cc1	-4	-1.0	31	0	-31	4	-0.3	3.0	1.4	1
O=C(O)c1cccnc1SC1CC(=O)N(c2ccc(OC(F)F)cc2)C1=O (centres undefined)	0	-0.8	13	2	-13	-3	-0.2	0.7	0.0	14
O=C(O)c1sccc1S(=O)(=O)c1ccccc1	6	2.0	9	·	-9	-1	-2.5	0.5	1.4	-1
COc1cc(C(=O)NCCCN2CCCC2=O)ccc1OCc1ccc(Cl)cc1Cl	14	-1.6	-67	-2	67	16	-4.5	·	·	-3
CN(c1ccc(C(=O)NCc2ccccn2)cc1)S(C)(=O)=O	5	0.8	2	5	-2	2	-2.6	-1.9	2.7	-1
Cn1c(=O)c2c(ncn2CC(=O)N(Cc2ccccc2)c2ccccn2)n(C)c1=O	4	-0.2	13	3	-13	3	-0.1	0.8	1.6	·
CC(=O)N1CCc2cc([N+](=O)[O-])ccc21	5	3.5	3	2	-3	1	0.4	·	·	·
CCn1c(C)nnc1SCC(=O)Nc1ccc(C(C)=O)cc1	-4	2.1	-2	-1	2	-15	·	1.1	2.5	-3
Cc1ccc(CSc2nsc(C)c2C#N)cc1	-6	-0.9	17	3	-17	28	-0.9	1.4	1.7	-7

Additional results follow.
SMILES	Tat transport	phage Ecoli inh	SR-BI DiI-HDL act	Wnt act	SR-BI HDL uptake	MITF act	CAL PDZ FP-1	Ecoli viability	AddAB inh	CAL PDZ FP-2
O=C1CCN(C(=O)CSc2ccc(Cl)cc2)N1	-1	1.8	-63	-5	63	-5	-0.1	-1.0	-0.7	2
COc1ccc(CN2CCNC(=O)C2CC(=O)NC2CCCCCC2)cc1C (centres undefined)	-6	-2.5	11	-1	-11	0	-1.4	2.3	4.4	0
O=C(c1ccncc1)N1c2ccccc2Sc2ccccc21	3	1.7	-10	-3	10	-18	-3.1	1.4	0.9	-1
C=C(C)C1CC=C(C)/C(=N/NC(=O)COc2ccccc2Cl)C1 (centres undefined)	-10	5.2	-10	·	10	-2	-4.0	-2.1	2.5	-2
CC1CCCCN1S(=O)(=O)c1ccc(S(=O)(=O)NCCc2ccncc2)cc1 (centres undefined)	-12	0.9	-13	0	13	-12	-0.9	-2.0	-0.2	-3
Cn1nc(C(=O)Nc2nc(-c3ccc(F)cc3)cs2)ccc1=O	14	0.9	·	-3	·	-10	-2.2	-1.8	-0.5	-4
O=C(NCCN1CCN(C(=O)NC2CCCCC2)CC1)NC1CCCCC1	4	2.8	20	1	-20	0	·	3.2	4.9	0
Cc1nnc(-c2ccccc2)c(=O)n1/N=C/c1c(O)ccc2ccccc12	-4	7.9	-120	·	120*	-25	-0.5	7.5	9.0	-1
COCCNC(=O)c1cccc(NS(=O)(=O)c2cccc3cccnc23)c1	3	2.0	13	·	-13	10	-0.7	-1.0	2.2	-1
COc1cccc(N2CCN(CC(=O)NC(=O)NCc3ccco3)CC2)c1	-2	2.0	-8	-4	8	11	-1.8	-0.3	-1.7	-3

Filtered by structure, the entries above containing a furan ring, fused or not (three)
SMILES	Tat transport	phage Ecoli inh	SR-BI DiI-HDL act	Wnt act	SR-BI HDL uptake	MITF act	CAL PDZ FP-1	Ecoli viability	AddAB inh	CAL PDZ FP-2
Cc1cc(S(=O)(=O)N2CCCC2)ccc1OCC(=O)NCc1ccco1	-3	-0.9	-33	·	33	-6	-1.7	3.5	2.5	-3
O=C(NCc1ccco1)C1CCCN(S(=O)(=O)c2ccccc2)C1 (centres undefined)	-5	0.6	15	-1	-15	-11	-0.7	-2.7	1.9	-2
COc1cccc(N2CCN(CC(=O)NC(=O)NCc3ccco3)CC2)c1	-2	2.0	-8	-4	8	11	-1.8	-0.3	-1.7	-3

New compounds follow.
SMILES	Tat transport	phage Ecoli inh	SR-BI DiI-HDL act	Wnt act	SR-BI HDL uptake	MITF act	CAL PDZ FP-1	Ecoli viability	AddAB inh	CAL PDZ FP-2
CCC(CC)C(=O)NCc1ccccc1Cl	11	3.5	-6	·	6	·	0.0	-3.0	-3.9	·
Cn1c(=NC(=O)CS(=O)(=O)c2ccccc2)sc2cc([N+](=O)[O-])ccc21	6	1.8	-33	-1	33	30	1.4	1.3	1.7	·
CSC1=N/C(=C\c2ccc(F)cc2)C(=O)S1	-2	1.1	19	·	-19	-5	-0.4	-0.7	0.1	·
O=c1[nH]c(N/N=C/c2ccccc2)nc2ccccc12	-4	5.0	36	·	-36	45	-3.3	-1.1	-0.4	·
COc1ccccc1NC(CC(=O)c1ccccc1)C(=O)OCC(=O)c1ccc(C)cc1 (centres undefined)	-9	5.9	20	19	-20	-3	-0.1	-1.0	1.6	5
O=c1[nH]c2ccccc2n2cnnc12	-3	1.9	20	-2	-20	3	-0.1	-0.6	2.2	5
CNCCCC1Sc2ccccc2Oc2ccccc21 (centres undefined)	-1	0.9	-10	-10	10	36	·	0.8	2.0	-4
